Assay outcomes from PubChem BioAssay.
RAD54 branch: blocks human RAD54 Holliday junction branch migration. FAM/BHQ fluorescence. 360,000 tested, 0.14% active. AID 602329. Q92698. inhibition, % at 10.4 µM;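 active = mean normalized replicate activity at least 40 and at least half of replicates scoring 40 or more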;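 note: 0% = median of neutral control wells and 100% = median of positive control wells; inhibitors cause a drop in the FAM fluorescence signal; in these data hits start at about 50%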
Target sequence (Q92698 whole entry, looked up): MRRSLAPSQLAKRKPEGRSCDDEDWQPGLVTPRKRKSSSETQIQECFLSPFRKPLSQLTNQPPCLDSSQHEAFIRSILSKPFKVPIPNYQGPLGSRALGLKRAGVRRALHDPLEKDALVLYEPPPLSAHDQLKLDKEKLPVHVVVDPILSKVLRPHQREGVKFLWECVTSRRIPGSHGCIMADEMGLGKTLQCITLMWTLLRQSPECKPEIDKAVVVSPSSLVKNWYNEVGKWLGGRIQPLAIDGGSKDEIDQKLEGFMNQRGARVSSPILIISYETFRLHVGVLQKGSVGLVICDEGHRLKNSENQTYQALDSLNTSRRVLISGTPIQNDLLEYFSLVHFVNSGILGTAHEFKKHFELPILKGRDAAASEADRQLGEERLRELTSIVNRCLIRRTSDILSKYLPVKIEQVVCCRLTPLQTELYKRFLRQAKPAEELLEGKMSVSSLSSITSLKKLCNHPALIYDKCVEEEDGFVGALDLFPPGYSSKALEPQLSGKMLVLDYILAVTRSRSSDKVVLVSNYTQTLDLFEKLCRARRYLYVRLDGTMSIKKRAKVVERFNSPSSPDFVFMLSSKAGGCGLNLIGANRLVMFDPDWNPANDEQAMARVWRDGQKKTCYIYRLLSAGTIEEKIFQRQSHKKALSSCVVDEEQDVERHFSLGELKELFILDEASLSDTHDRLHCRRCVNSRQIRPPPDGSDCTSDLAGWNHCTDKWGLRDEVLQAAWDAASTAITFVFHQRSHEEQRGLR
XiGFP reactiv: activators of X-chromosome reactivation in mouse fibroblasts; 360,000 tested, 0.055% active; XiGFP mouse fibroblasts, % GFP-positive cells imaging, 3 d; cells co-treated with 5-aza-dC sensitizer; scaled so ellipticine positive control = 100%; activation, % at 7.58 µM; AID 743238;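 active = mean normalized replicate activation at least 10% and every replicate at or above 10%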;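 note: 0% = median of on-plate neutral control wells and 100% = ellipticine 6 µM median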
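Material: SV40-immortalized XiGFP fibroblast cells, line 68-5-11 | Buffer or medium: DMEM containing 5-aza-dC | Dosing: One concentration, pinned | Times: 3 d treatment, 15 min room-temperature fixation | Controls: Ellipticine 6 µM positive control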
ARNT TACC3 PPI: disrupts binding between human ARNT and TACC3. Q9Y6A5. AlphaScreen His-ARNT PAS-B/GST-TACC3 binding, luminescence; TACC3 fragment carries E629A point mutation. inhibition, % at 9.99 µM. 390,000 tested, 0.66% active;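 active = mean inhibition of replicates at least 50% and at least half of replicates each reaching 50%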;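 note: 0% = complete ARNT plus TACC3 wells and 100% = ARNT alone without TACC3; many hits fall short of the cut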
ERAP1 inh: inhibitors of human ERAP1 aminopeptidase; recombinant ERAP1, Leu-AMC fluorescence, 60 min; inhibition, % at 10.7 µM; 340,000 tested, 0.15% active;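 active = mean replicate inhibition of at least 30%, or all replicates individually reaching that 30% level; inactive = mean below 30% and not every replicate reaching it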;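 note: 0% = neutral control wells and 100% = L-leucinethiol positive control wells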
RAD52 anneal inh: RAD52 (human) annealing inhibition. 360,000 tested, 0.46% active. recombinant RAD52 DNA annealing, FRET fluorescence. inhibition, % at 18.7 µM. P43351. AID 651710;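 active = every replicate showing at least 50% inhibition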
GSIS activator: primary screen for activators of insulin secretion dependent on glucose, INS-1E cells, GLuc reporter luminescence. 370,000 tested, 0.61% active. AID 743287. activation, % at 16.6 µM. INS-1E GLuc reporter insulin secretion, 2-3 h;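 active = lowest replicate activation of at least 40%, so every replicate reaches that level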;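 note: 0% = median of neutral control wells and 100% = median of IBMX positive control wells; some compounds called inactive have numbers as strong as hits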
CFTR F508del cor: CFTR F508del correction in bronchial cells; 350,000 tested, 0.36% active; CFBE cells, YFP halide quenching; stimulated with forskolin plus potentiator P3; % fluorescence drop versus neutral controls; activity (quench increase), % at 7.58 µM;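 active = mean added fluorescence quench of at least 8% versus neutral control, with both replicates also reaching 8%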;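 note: cells transiently co-express mutant CFTR-F508del with the halide-sensitive YFP; corrector assay measuring rescue of mutant channel to the surface after 24 h compound exposure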
esBAF inh: inhibitors of esBAF chromatin remodeling in mouse ES cells. reporter increase, % at 12.5 µM. 350,000 tested, 2% active. AID 602393. Bmi1-luciferase knock-in reporter, 24 h; 100% = twice the neutral-well signal; in the data active = activation above about 40%;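 note: 0% = median of the plate's neutral control wells and 100% = double that signal; a rise in the Bmi1 reporter signal indicates esBAF inhibition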
An asterisk follows results filed as active; / = not tested or not shown; & = joins results of further samples.

Order of values: RAD54 branch | XiGFP reactiv | ARNT TACC3 PPI | ERAP1 inh | RAD52 anneal inh | GSIS activator | CFTR F508del cor | esBAF inh
CN(C)CC(=O)N1CCCCN2[C@@H](CO)[C@@H](c3ccc(-c4cncnc4)cc3)[C@@H]2C1
    1 | 0.1 | -1 | / | 8 | 24 | 0.6 | -7
Cc1noc(-c2ccc(Cl)cc2)c1C(=O)O/N=C(\N)c1ccc(C(C)(C)C)cc1
    / | -0.1 | -23 | -4 | -8 | / | -0.2 | /
CC(=O)Nc1ccc(NS(=O)(=O)c2ccc(OC(C)C(=O)N3CCOCC3)cc2)cc1 (stereo unspecified)
    2 | -0.2 | / | -1 | 1 | -1 | 0.2 | -3
CCCN1[C@H](C(=O)N[C@@H](C)c2ccccc2)[C@@H](CO)[C@@H]2Cn3c(cccc3=O)[C@@H]21
    / | 0.1 | / | -3 | -22 | 5 | -2.4 | /
COc1ccccc1N1CCN(C(=O)C2CC2)CC1
    -4 | 0.0 | / | / | -13 | / | 1.5 | /
Cc1ccc(-c2ccc3c(c2)O[C@H](CN(C)C(=O)CC2CC2)[C@@H](C)CN([C@H](C)CO)S3(=O)=O)cc1
    -5 | 0.0 | 3 | 1 | 2 | -14 | -2.4 | 1
COc1ccc(Cl)cc1C(=O)O/N=C(\N)c1ccncc1
    / | 0.0 | 2 | 2 | -12 | / | 2.0 | /
O=C(CN1C(=O)NC2(CCCCCC2)C1=O)NCCc1ccccc1
    -10 | -0.1 | 1 | 0 | -11 | 9 | 0.4 | 0
C(=C\c1ccccc1)/CN1CCN(C(c2cccs2)c2nnnn2Cc2ccccc2)CC1 (stereo unspecified)
    -8 | 0.0 | / | 0 | -73 | -45 | -0.3 | -3
CC(=O)Nc1ccc(S(=O)(=O)N2CCC(C(N)=O)(N3CCCCC3)CC2)cc1
    16 | 0.0 | / | -2 | -16 | -4 | -4.1 | -3
CSc1ccc(/C=N/N2CCN(c3ccccc3)CC2)cc1
    / | 0.0 | 0 | -5 | -17 | 4 | 1.6 | /
CCCn1nnnc1NC(=O)CSc1ccc(Cl)cc1
    7 | / | 17 | -3 | -18 | -3 | -2.2 | 0
CCCCNC(=O)CCn1nc(-c2ccc(Cl)cc2)c2ccccc2c1=O
    / | -0.1 | 1 | 1 | 1 | 3 | 1.1 | -3
CCOc1ccc(N2CC(O)=C(c3nc4ccccc4c(=O)[nH]3)C2=N)cc1
    / | 0.0 | -4 | 4 | -22 | 3 | 2.0 | /
COc1cccc(C(=O)N(c2ccc(C)cc2)C2C=CS(=O)(=O)C2)c1 (stereo unspecified)
    15 | 0.1 | -8 | 0 | 0 | 0 | 3.3 | /
CCC(C)(C(=O)NC1CCCC1)N(Cc1cccs1)C(=O)c1ccccn1 (stereo unspecified)
    / | 0.1 | -3 | 4 | 7 | / | 0.7 | /
O=C(NCc1ccccc1)[C@H]1[C@H](CO)[C@H]2Cn3c(cccc3=O)[C@@H]1N2C(=O)c1cnccn1
    / | 0.0 | / | -5 | 4 | 5 | 2.4 | /
COc1ccc(CC(=O)NNC(=O)[C@@H]2CCCC[C@@H]2C(=O)O)cc1
    4 | 0.0 | -3 | -1 | -15 | 16 | -3.5 | -6
C[C@@H]1CN([C@H](C)CO)C(=O)c2cc(NC(=O)Nc3ccc(C(F)(F)F)cc3)ccc2O[C@@H]1CN(C)CC1CC1
    8 | -0.5 | 6 | -3 | 37 | 0 | 1.3 | 1
CCCc1c(C(=O)OCC)sc(N)c1C#N
    / | 0.2 | 3 | 1 | -8 | 10 | -2.8 | /
Cc1cc(C)n2nc(C(=O)OCC(=O)Nc3ccc4c(c3)OC(F)(F)O4)nc2n1
    -13 | / | -11 | / | / | -3 | / | 8
C/C(CC(=O)Nc1ccc(C)c(Cl)c1)=N\NC(=O)c1ccccn1
    4 | 0.3 | 5 | -3 | -23 | -27 | 0.3 | 10
COc1ccc2[nH]c(=O)c(CNc3ccc(C)cc3C)cc2c1
    / | 0.2 | 9 | / | -3 | -2 | 3.0 | /
CN1CCN(C(=O)C[C@@H]2C[C@H]3c4cc(NC(=O)Nc5ccccc5)ccc4O[C@H]3[C@H](CO)O2)CC1
    14 | 0.0 | -7 | / | / | 2 | -0.8 | -4
O=C(Nc1ccccc1F)c1ccc(C(=O)c2ccccc2)cc1
    0 | 0.3 | -2 | -2 | -7 | 9 | 0.2 | 33
COCC(=O)N(C)C[C@H]1Oc2ncc(C#CC3(O)CCCC3)cc2C(=O)N([C@@H](C)CO)C[C@H]1C
    -8 | -0.2 | 0 | -1 | 1 | -2 | 2.2 | 1
CO[C@@H]1CN(C)C(=O)c2ccc(NC(=O)C3CC3)cc2OC[C@H](C)N(C(=O)NC(C)C)C[C@@H]1C
    11 | -0.4 | -3 | 1 | -1 | 4 | 0.2 | -4
O=C(Nc1ccc(F)cc1)C1CCCN1S(=O)(=O)c1cccc2nsnc12 (stereo unspecified)
    2 | -0.2 | 3 | / | -13 | 10 | 0.4 | -5
O=C(NCC1CC1)NC(=O)c1ccccc1F
    / | 0.0 | / | 0 | -27 | -3 | -1.9 | /
O=C(NC1CCCC1)N[C@@H]1C=C[C@@H](CC(=O)N2CCOCC2)O[C@@H]1CO
    5 | 0.6&0.3 | 1 | 0&0 | -6&-10 | -1&29 | 0.7&1.7 | -2
O=C(CCCNC(=O)c1ccc(Cl)cc1)Nc1ccc(S(=O)(=O)Nc2ncccn2)cc1
    -2 | 0.0 | -1 | 0 | -96 | 3 | 1.6 | -4
Cc1ccccc1Nc1c(-c2cccnc2)nc2ccc(Br)cn12
    / | 0.3 | 0 | -1 | -11 | -2 | -1.8 | -9
CCN1CCN(C(=O)c2ccc3c(=O)n(Cc4ccccc4OC)c(=S)[nH]c3c2)CC1
    -1 | / | 7 | / | / | -1 | / | -7
CCOc1ccc(C(=O)Nc2cccc(NC(=O)c3cccs3)c2)cc1[N+](=O)[O-]
    4 | 0.2 | -14 | 0 | -16 | 1 | 3.4 | 16
NS(=O)(=O)c1ccc(NC(=O)COc2ncnc3c2cnn3-c2ccccc2)cc1
    -12 | -0.1 | 0 | -2 | -46 | 0 | 3.1 | -4
CN1CCN(c2ccc(CNS(=O)(=O)Cc3ccc(Cl)cc3)cc2)CC1
    / | -0.1 | 4 | -4 | 3 | 8 | -2.5 | /
CCOC(=O)c1oc2ccccc2c1NC(=O)c1cccc(OC)c1
    0 | / | -1 | / | / | 61 | / | -10
CCNC(=O)C1(C)CCN(C(=O)c2ccccc2F)C1 (stereo unspecified)
    -5 | 0.0 | / | 14 | -7 | 0 | 1.8 | -10
CCc1cc(C(=O)Nc2ccc(S(=O)(=O)NC3=NCCCCC3)cc2)sc1C
    -7 | 0.0 | 0 | 1 | -10 | -6 | -7.6 | 13
S=c1[nH]c2ccccc2c2ccccc12
    5 | 0.0 | 3 | -1 | -18 | -6 | 4.0 | 0
O=C(Nc1ccc2c(c1)OCO2)c1sc2cc(Cl)ccc2c1Cl
    1 | -0.1 | -4 | / | / | 69* | / | /
CCOc1ccccc1NC(=O)CNS(=O)(=O)c1ccc2nc(C)sc2c1
    / | 0.0 | -12 | -3 | -4 | -2 | 3.4 | /
O=C(CN1CCN(c2ccc(O)cc2)CC1)Nc1cc(S(=O)(=O)N2CCCCC2)ccc1Cl
    / | 0.4 | 5 | 0 | 4 | 6 | 3.8 | /
CCOC(=O)c1[nH]c2c(c1C)C(=O)CC(c1ccco1)C2 (stereo unspecified)
    -20 | 0.8 | -3 | / | -20 | 1 | -1.8 | -13
Cc1ccc(S(=O)(=O)N(CC(=O)NCc2cccs2)c2ccccc2)cc1
    -2 | 0.1 | / | -2 | -11 | -30 | 0.8 | -8

Complete entries from above:
Shown for `O=C(CCCNC(=O)c1ccc(Cl)cc1)Nc1ccc(S(=O)(=O)Nc2ncccn2)cc1` = RAD54 branch = -2; XiGFP reactiv = 0.0; ARNT TACC3 PPI = -1; ERAP1 inh = 0; RAD52 anneal inh = -96; GSIS activator = 3; CFTR F508del cor = 1.6; esBAF inh = -4
Shown for `CCOc1ccc(C(=O)Nc2cccc(NC(=O)c3cccs3)c2)cc1[N+](=O)[O-]` = RAD54 branch = 4; XiGFP reactiv = 0.2; ARNT TACC3 PPI = -14; ERAP1 inh = 0; RAD52 anneal inh = -16; GSIS activator = 1; CFTR F508del cor = 3.4; esBAF inh = 16

Following part.
Order of values: RAD54 branch | XiGFP reactiv | ARNT TACC3 PPI | ERAP1 inh | RAD52 anneal inh | GSIS activator | CFTR F508del cor | esBAF inh
O=C(C1=C[C@@H](C2CCCCC2)C[C@@H](OCCCCO)O1)N1CCOCC1
    -5&-4 | 0.1 | 24&0 | 2&-2 | 0&-15 | -44 | 0.0&-2.7 | -7
Cc1occc1-c1nnc(SCC(=O)N2CCCCC2)o1
    4 | 0.1 | -3 | 0 | -14 | 6 | -0.3 | /
CO[C@H]1CN(C)C(=O)c2ccc(NC(=O)Nc3ccccc3)cc2OC[C@H](C)N(C(=O)Nc2c(C)noc2C)C[C@H]1C
    0 | 0.6 | -7 | 2 | 4 | 6 | 1.3 | 0
O=C(Nc1ccccc1F)N1CC2(C1)[C@H](c1ccccc1)[C@H](CO)N2C(=O)CC1CC1
    / | -0.1 | / | 2 | -5 | -13 | -2.7 | /
CC1=C(C)/C(=N\OS(=O)(=O)c2ccccc2)C=CC1=O
    -11 | / | / | 3 | -12 | -12 | / | /
CCOc1ccc(S(=O)(=O)N2CCCCC2)cc1NC(=O)Cc1ccc(OC)cc1
    -2 | 0.0 | / | -3 | -26 | / | 3.6 | -1
COc1ccc(CN(C)C[C@@H]2OCCCC[C@@H](C)Oc3ccc(NC(=O)Nc4ccccc4)cc3C(=O)N([C@@H](C)CO)C[C@H]2C)cc1
    -18 | 0.5 | -13 | / | / | -14 | 1.4 | -2
N#Cc1ccccc1Sc1ccccc1N
    5 | / | -1 | 1 | -19 | / | -0.4 | 0
Cc1ccc(NC(=O)CCN2C(=O)c3ccccc3S2(=O)=O)cc1F
    7 | -0.1 | / | -3 | -2 | 15 | 6.4 | 10
O=C1C(=Nc2cccc(Cl)c2)CC(c2ccc(Cl)cc2)N1c1cccc(Cl)c1 (stereo unspecified)
    4 | 0.0 | / | -1 | -8 | -8 | -2.4 | 3
CN(C)C(=O)[C@H]1[C@H](CO)[C@H]2Cn3c(ccc(C4=CCCCC4)c3=O)[C@@H]1N2Cc1ccncc1
    1 | 0.0 | 0 | -1 | -8 | -4 | / | -4
CCOC(=O)c1ccccc1NC(=O)c1cccnc1
    4 | / | -19 | / | / | 16 | / | -6
O=C(O)c1cccc(COc2ccccc2Cl)c1
    9 | / | -2 | 0 | -7 | 12 | 2.5 | -79
CC1CCC(NC(=O)COC(=O)C2CC3CCCC(C2)C3=O)CC1 (stereo unspecified)
    -7 | 0.0 | -8 | 1 | -8 | 0 | 0.2 | 17
COc1cccc(NC(=O)N2[C@@H](CO)[C@@H](c3ccccc3)[C@@H]2CNCC(C)C)c1
    -2 | 0.4 | 3 | -3 | -105 | 9 | 2.4 | -1
N/C(COc1ncn(-c2ccccc2)n1)=N\S(=O)(=O)c1ccc(Cl)cc1Cl
    / | 0.0 | 2 | 11 | -7 | 8 | 0.6 | -7
CC(=O)N1c2ccc(S(=O)(=O)NCCC(=O)N(C)Cc3ccccc3)cc2CC1C (stereo unspecified)
    -8 | 0.0 | -1 | 1 | 2 | -1 | -1.9 | 3
C[C@H]1CN([C@@H](C)CO)C(=O)c2cc(NC(=O)c3ccncc3)ccc2O[C@H]1CN(C)Cc1ccccc1
    -6 | 0.5 | 9 | -2 | -70 | -1 | 2.1 | 5

Not a hit list; about 3.3% have a hit in one of these screens.
